# Fh CTSL1 inh: counter-screen for PFM18AAP inhibitors: inhibitors of F. hepatica cathepsin L1; 300,000 compounds, 0.49% hits; inhibition, % at 5.96 µM; recombinant F. hepatica cathepsin L1, Z-Leu-Arg-MCA fluorescence;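 active = inhibition above the mean of all tested compounds plus 3 SD, set per screening campaign, cut at about 17% in these data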;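 also: 0% = plate median of test compound wells and 100% = 1 µM Z-Phe-Ala-diazomethylketone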
# TPT1 inh: C. albicans TPT1 enzyme inhibition; recombinant caTPT1, FP RNA substrate dephosphorylation; inhibition, % at 5 µM; 300,000 compounds, 0.81% hits;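 active = inhibition above the mean of all tested compounds plus 3 SD, set per screening campaign, cut at about 24% in these data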;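 also: plate controls were DMSO alone for no effect and ferristatin control at 100 nM for full effect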
# PP5 primary: inhibitors of human protein phosphatase 5 (PP5); purified PP5c, OMFP substrate fluorescence; inhibition, % at 6.7 µM; AID 1987; P53041; 320,000 compounds, 0.18% hits;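 active = inhibition above the campaign's mean inhibition across all tested compounds plus 3 SD, cut at about 9.5% in these data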;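 also: 0% = DMSO only and 100% = 100 µM cantharidin control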
# HCV core dimer: HCV core protein dimerization inhibition. TR-FRET GST/Flag-core106 dimerization, 1536-well. inhibition, % at 5 µM. 300,000 compounds, 0.33% hits. AID 1899;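 active = inhibition above the mean of all tested compounds plus 3 SD, set per screening campaign, cut at about 45% in these data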
#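 System: GST/Flag-tagged HCV core106 proteins. Incubation: compound-protein-antibody incubation 4 h at 22.5 °C. Technique: HTRF with 340 nm excitation, 617/671 nm emission. Medium: KF-containing HEPES buffer, pH 7.45, DTT, CHAPS, BSA. Read-out: inhibition (%) from 671 over 617 nm ratio. Also added: Eu(K)-anti-GST 90 ng/mL plus XL665-anti-Flag 1 µg/mL.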
# PREPL inh: human PREPL enzyme inhibition; inhibition, % at 5.96 µM; recombinant PREPL, fluorescence polarization activity-based probe; 320,000 compounds, 0.68% hits; Q4J6C6; AID 2751; in the data active = inhibition above about 43%;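 also: 0% = enzyme with DMSO and 100% = wells lacking enzyme; many of its hits are not listed in these tables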
# PP1 counter: counter-screen for PP5 inhibitors: inhibitors of human PP1-alpha; purified PP1alpha, OMFP fluorescence; inhibition, % at 6.7 µM; 320,000 compounds, 0.9% hits; AID 2235;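 active = inhibition above the mean inhibition of all tested compounds plus 3 SD, computed separately for each screening campaign, cut at about 15% in these data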
# Target sequence (P62136 whole entry, looked up): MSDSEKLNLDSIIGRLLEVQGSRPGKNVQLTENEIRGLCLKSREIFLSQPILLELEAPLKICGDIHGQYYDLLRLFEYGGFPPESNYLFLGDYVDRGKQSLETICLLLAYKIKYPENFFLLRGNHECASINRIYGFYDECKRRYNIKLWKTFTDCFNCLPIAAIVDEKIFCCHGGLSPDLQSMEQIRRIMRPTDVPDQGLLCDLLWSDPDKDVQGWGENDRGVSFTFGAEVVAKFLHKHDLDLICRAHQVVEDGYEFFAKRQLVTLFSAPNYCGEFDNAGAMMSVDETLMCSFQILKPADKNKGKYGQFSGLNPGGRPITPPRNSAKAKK
# GASC-1 inh: inhibitors of human GASC-1 (JMJD2C) demethylase; Q9H3R0; GST-JMJD2C(1-420) H3K9me3 demethylation, DELFIA europium; inhibition, % at 2.35 µM; 330,000 compounds, 0.069% hits; AID 2099;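 active = more than half of a compound's replicate wells show inhibition beyond 50%, single wells judged on their own value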;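 also: signal counts dimethyl H3K9 product captured on neutravidin plate; 0% = median of DMSO wells and 100% = 0.3 times that DMSO median; strong numbers were not always called active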
# Target sequence (Q9H3R0 1-420 limits assumed): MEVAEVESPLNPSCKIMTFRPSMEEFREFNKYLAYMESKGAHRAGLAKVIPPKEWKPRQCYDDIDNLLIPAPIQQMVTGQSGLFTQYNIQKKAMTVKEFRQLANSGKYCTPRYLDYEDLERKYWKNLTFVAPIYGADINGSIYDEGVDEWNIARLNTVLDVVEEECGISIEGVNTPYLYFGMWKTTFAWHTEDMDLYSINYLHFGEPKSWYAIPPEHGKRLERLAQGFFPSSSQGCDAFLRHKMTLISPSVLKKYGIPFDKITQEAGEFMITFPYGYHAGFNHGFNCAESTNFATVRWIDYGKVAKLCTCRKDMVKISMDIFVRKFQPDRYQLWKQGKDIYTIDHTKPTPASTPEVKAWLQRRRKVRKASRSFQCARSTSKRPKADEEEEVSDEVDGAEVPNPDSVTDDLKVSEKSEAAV
# LYPLA2 counter: LYPLA2 (human) inhibition in PME1 counter-screen | O95372 | recombinant LYPLA2, FP-Rh probe fluorescence polarization | inhibition, % at 5.9 µM | 320,000 compounds, 0.38% hits | AID 2177;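 active = inhibition above the screen-wide mean plus 3 SD, limit set per campaign, cut at about 26% in these data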;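 also: 0% = LYPLA2 with DMSO and 100% = wells lacking LYPLA2 enzyme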
# Target sequence (O95372 whole entry, looked up): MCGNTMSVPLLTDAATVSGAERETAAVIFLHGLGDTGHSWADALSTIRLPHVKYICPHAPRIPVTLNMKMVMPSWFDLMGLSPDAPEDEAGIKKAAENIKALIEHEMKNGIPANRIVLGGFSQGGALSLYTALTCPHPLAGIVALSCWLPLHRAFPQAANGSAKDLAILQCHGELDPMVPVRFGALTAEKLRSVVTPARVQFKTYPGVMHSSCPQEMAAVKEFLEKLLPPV
# Efflux pump inh: antifungal efflux pump inhibition, Nile Red retention; 330,000 compounds, 0.44% hits; S. cerevisiae Candida pump triplex; inhibition, % at 10 µM;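 active = plate passing quality check with inhibition over a set limit, or well fluorescence over plate mean plus 4 SD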;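 also: Nile Red retained in pooled yeast measured as flow cytometry median fluorescence; 0% = buffer negative control and 100% = Enniatin B positive control; higher means more Nile Red kept so more efflux inhibition; some compounds called inactive have numbers as strong as hits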
# An asterisk follows results filed as active; · = no result given. A portion of the library; count on the stated rates, not on these rows.
SMILES,Fh CTSL1 inh,TPT1 inh,PP5 primary,HCV core dimer,PREPL inh,PP1 counter,GASC-1 inh,LYPLA2 counter,Efflux pump inh
CCn1nc(C)c(/C=N/NC(=S)Nc2ccc(Cl)cc2Cl)c1C,-1.0,-0.2,-1.0,-7.7,3.0,3.8,-0.7,-9.9,0.0
Cc1cc(C)c2nc(N3CCC(C(=O)NCCCN4CC(C)CC(C)C4)CC3)sc2c1 (stereo not given),-1.3,-1.0,1.9,-20.1,29.5,-0.5,0.4,4.0,0.3
CCOC(=O)c1sc(NC(=O)CN2C(=O)NC3(CCC(C)CC3)C2=O)c(C(=O)OCC)c1C (stereo not given),·,·,0.9,·,3.2,-1.6,8.5,4.8,0.1
Cc1ccc(NC(=O)CSc2nnc(NC(=O)c3ccco3)s2)cc1,1.8,-3.2,-0.1,-5.6,10.2,-4.0,-7.2,-0.7,0.0
COc1ccc(S(=O)(=O)N(C)c2ccc(C(N)=O)cc2)cc1,-3.3,-2.5,2.8,-1.0,2.5,-2.0,-4.3,0.9,0.1
O=C(N/C(=C\c1cccc(Br)c1)C(=O)N1CCOCC1)c1ccco1,6.8,-5.0,0.5,-1.2,6.3,-2.1,1.2,6.9,0.2
CC1CC(C)CN(C(=O)Nc2ccccc2F)C1 (stereo not given),-1.4,-2.1,2.3,-2.6,-5.1,0.0,-2.6,4.0,0.0
CCOC(=O)C1CCCN(C(=O)c2cc3ncc(Br)cn3n2)C1 (stereo not given),-1.1,-2.7,2.5,-11.5,5.3,3.6,-1.2,-5.7,0.1
Cc1ccc2[nH]c(CSc3ccccc3)cc(=O)c2c1,-6.2,-2.8,1.4,1.6,-6.7,-1.7,6.6,-0.6,0.9
Cn1c(=O)cc(NCCc2ccccc2)[nH]c1=O,-2.0,-3.6,0.4,-2.0,-4.2,-3.5,19.5,7.0,-0.1

# Given with bars between the fields: part of the list above
compound | Fh CTSL1 inh | TPT1 inh | PP5 primary | HCV core dimer | PREPL inh | PP1 counter | GASC-1 inh | LYPLA2 counter | Efflux pump inh
CCn1nc(C)c(/C=N/NC(=S)Nc2ccc(Cl)cc2Cl)c1C | -1.0 | -0.2 | -1.0 | -7.7 | 3.0 | 3.8 | -0.7 | -9.9 | 0.0
Cc1cc(C)c2nc(N3CCC(C(=O)NCCCN4CC(C)CC(C)C4)CC3)sc2c1 (stereo not given) | -1.3 | -1.0 | 1.9 | -20.1 | 29.5 | -0.5 | 0.4 | 4.0 | 0.3

# Following part.
SMILES,Fh CTSL1 inh,TPT1 inh,PP5 primary,HCV core dimer,PREPL inh,PP1 counter,GASC-1 inh,LYPLA2 counter,Efflux pump inh
Cc1occc1C(=O)N/N=C/C(Br)=C\c1ccccc1,-3.3,-3.8,2.7,-0.4,2.0,-0.8,-2.7,-1.0,-0.1
COc1ccc(CCNC(=O)C(=O)NCC2OCCN2S(=O)(=O)c2ccc(OC)cc2)cc1 (stereo not given),4.8,-4.6,-1.6,-9.9,2.1,0.1,1.4,-2.2,-0.3
Cc1ccc(OCC(=O)NNC(=O)CCC(=O)Nc2ccc(C)cc2C)cc1,-5.1,-6.8,1.4,-0.4,-0.8,1.6,-1.0,2.3,0.0
CCN(CC)CCn1c2c(c(SCC(=O)Nc3ccc4c(c3)OCO4)nc1=O)CCC2,-25.9,-0.4,-1.3,-3.7,16.8,-5.6,44.1,1.7,-0.1
CC(=O)N1N=C(c2cccc(NS(C)(=O)=O)c2)CC1c1cccs1 (stereo not given),-3.4,1.6,3.0,-0.6,-7.4,-3.0,0.7,-1.1,0.0
Fc1ccc(NC(=S)Nc2ccc(Cl)cc2Cl)cc1,2.9,-5.3,0.2,-1.6,7.0,3.8,45.4,-2.9,-0.3
COc1ccc(N2CCN(Cc3cc(=O)c(OCC(=O)Nc4ccccc4)co3)CC2)cc1,1.7,-2.8,-0.2,-1.0,-2.9,-2.1,-1.7,1.4,-0.1
CCC(C)N(C(=O)COC(=O)Cc1n[nH]c(=O)c2ccccc12)C1CCS(=O)(=O)C1 (stereo not given),-3.0,1.6,1.0,-4.9,-3.9,-0.9,3.2,3.5,-0.1
COc1ccc(Cl)cc1C(=O)O/N=C(\N)c1ccccn1,2.9,-0.2,0.6,5.5,-4.2,-2.6,-1.0,-2.7,0.0
COc1ccc(C(=O)CN2C(=O)NC3(CCCCCC3)C2=O)cc1,-0.8,3.7,2.1,7.2,3.6,-0.2,4.8,-3.0,6.2*

# Results in PREPL inh, LYPLA2 counter and Fh CTSL1 inh, for 5 of the compounds above:
Molecule	PREPL inh	LYPLA2 counter	Fh CTSL1 inh
O=C(N/C(=C\c1cccc(Br)c1)C(=O)N1CCOCC1)c1ccco1	6.3	6.9	6.8
CC1CC(C)CN(C(=O)Nc2ccccc2F)C1 (stereo not given)	-5.1	4.0	-1.4
CCOC(=O)C1CCCN(C(=O)c2cc3ncc(Br)cn3n2)C1 (stereo not given)	5.3	-5.7	-1.1
Cc1ccc2[nH]c(CSc3ccccc3)cc(=O)c2c1	-6.7	-0.6	-6.2
Cn1c(=O)cc(NCCc2ccccc2)[nH]c1=O	-4.2	7.0	-2.0

# Returning to the listing, starting 3 compounds before the break.
SMILES,Fh CTSL1 inh,TPT1 inh,PP5 primary,HCV core dimer,PREPL inh,PP1 counter,GASC-1 inh,LYPLA2 counter,Efflux pump inh
CCC(C)N(C(=O)COC(=O)Cc1n[nH]c(=O)c2ccccc12)C1CCS(=O)(=O)C1 (stereo not given),-3.0,1.6,1.0,-4.9,-3.9,-0.9,3.2,3.5,-0.1
COc1ccc(Cl)cc1C(=O)O/N=C(\N)c1ccccn1,2.9,-0.2,0.6,5.5,-4.2,-2.6,-1.0,-2.7,0.0
COc1ccc(C(=O)CN2C(=O)NC3(CCCCCC3)C2=O)cc1,-0.8,3.7,2.1,7.2,3.6,-0.2,4.8,-3.0,6.2*
O=C(COC(=O)COc1ccccc1)NC1CCCC1,·,·,2.0,·,-0.3,-0.7,-2.1,-4.2,-0.1
O=C(Nc1ccc(Cl)cc1)Nc1nnc(SCc2ccccc2)s1,2.9,0.5,1.0,3.9,-0.7,-2.0,6.7,-7.7,1.4
COc1ccc(NC(=O)CN2C(=O)/C(=C3\SC(=S)N(CCC(=O)O)C3=O)c3ccccc32)cc1,3.9,-1.7,1.6,-28.6,16.8,-0.9,4.1,1.4,-10.1
C=C(C)Cn1c(SCC(=O)N/N=C/c2ccccc2OCC(=O)O)nnc1-c1ccc(Br)cc1,-4.2,3.2,-2.6,7.7,12.4,-0.4,8.9,-1.7,0.1
O=C1OC(c2ccc(Cl)cc2)=C/C1=C/c1cccnc1,-6.2,-1.3,1.8,10.6,-2.7,-1.8,-2.7,1.8,0.0
Cc1ccc(CC(=O)Nc2ccc(S(=O)(=O)Nc3ncccn3)cc2)cc1,-3.1,2.0,-1.1,9.4,18.0,-6.0,1.2,-2.1,-0.1
Cc1c(Cl)c(C(=O)NC2C3CC4CC(C3)CC2C4)nn1C (stereo not given),0.8,-4.3,3.5,0.9,-0.4,1.6,56.9,-1.9,0.1
COc1ccc(CCNC(=O)COc2ccc(S(=O)(=O)NC(C)C)cc2Cl)cc1OC,3.0,-1.8,0.7,0.2,3.6,-3.2,6.5,4.7,0.0
N#CCSc1nnc(-c2c[nH]c3ccccc23)o1,-0.8,0.4,1.1,19.9,14.3,2.4,-0.7,5.6,0.0
CCOC(=O)c1cc2c(N)c(C(=O)c3cc(C#N)c(SC)nc3C)sc2nc1C,2.1,-1.2,1.0,4.4,-3.7,-1.7,16.1,3.7,-1.6
CCCCOC(=O)c1ccc(NC(=O)C(=O)NCc2ccncc2)cc1,3.2,0.2,0.2,-0.6,-3.3,-2.5,-19.2,34.9*,-0.3
Cc1cccc(N(Cc2ccccc2)C(=O)c2cc(S(=O)(=O)N3CCOCC3)ccc2F)c1,2.1,0.9,0.3,2.8,5.3,2.5,-2.1,3.0,-0.1
CCc1ccc(S(=O)(=O)NCC2(N3CCOCC3)CCCCC2)cc1,·,·,1.3,·,7.5,-2.8,1.3,0.0,0.0
CCCc1[nH]c(=O)c(C#N)c2c1COC(C)(C)C2,1.4,-1.9,2.6,4.0,9.5,-0.5,0.0,8.7,0.2
COc1ccc(NC(C)=O)cc1NC(=O)CN1CCN(S(=O)(=O)c2ccc(C(C)C)cc2)CC1,2.6,-1.9,1.6,-5.5,13.5,-3.0,-2.7,3.8,0.0
CCOC(=O)CNC(=O)CSc1nc2nc(C)c(Br)cc2[nH]1,3.0,-3.1,1.6,-4.1,-0.4,-1.5,17.0,1.0,-0.1
COc1ccc(N2C(=O)[C@@H]3Cc4ccccc4CN3C2=O)cc1,-3.0,-2.5,0.7,-6.5,-6.7,-3.2,-0.1,7.2,-0.1
Cc1noc(C)c1S(=O)(=O)NCc1ccc2c(c1)OCO2,-3.8,2.4,1.5,5.0,-20.9,-1.9,-7.0,-1.7,0.0
CCC(=O)Nc1nc2c(OC)ccc(OC)c2s1,-2.1,-0.3,0.0,-3.4,-3.0,0.9,-1.1,3.3,0.0
COc1cccc(NC(=O)C2CCC(CNC(=O)[C@@H]3Cc4ccccc4CN3)CC2)c1 (stereo not given in full),0.0,1.2,0.9,-0.5,-2.6,-3.1,1.4,3.7,0.6
CCOC(=O)Cn1nnnc1CN(Cc1cccs1)Cc1cc2cc(C)cc(C)c2[nH]c1=O,2.4,2.4,4.1,1.1,1.7,3.0,2.7,6.6,0.1
COc1ccc(N2CCN(CCNC(=O)CCNS(=O)(=O)c3cccs3)CC2)cc1,-1.8,0.9,1.6,0.0,25.1,2.7,3.9,8.4,0.1
CCOc1ccc(N2C(=O)CC(Cc3ccc(Br)cc3)C2=O)cc1 (stereo not given),1.2,-3.4,-0.2,11.5,-4.6,-1.9,-1.3,-3.0,0.2
Cn1nnnc1SCC(=O)Nc1cccc([N+](=O)[O-])c1,-0.9,-3.3,1.8,-3.3,-5.7,-4.4,-26.8,-4.2,-0.1
COc1ccc(CNC(=S)Nc2cccc(OC)c2)cc1,4.3,-2.1,-10.3,-12.3,6.5,-2.3,-3.7,2.0,0.0
Cc1ccccc1OCC(=O)Nc1ccc2c(c1)ncn2C,-1.5,0.4,-1.4,0.0,8.2,-4.4,-5.3,-1.6,0.0
Cc1cc(C)cc(NC(=O)CSCc2nc3c(nnn3Cc3ccc(F)cc3)c(=O)[nH]2)c1,4.2,1.4,1.0,0.5,2.0,-0.1,-5.2,2.7,0.1
O=C(NCc1cccnc1)c1ccc(-c2ccc(Cl)cc2)o1,0.3,-5.0,3.5,-21.3,0.3,1.3,-8.9,-5.5,-0.1
CCN1N=C(c2ccccc2)Cn2c1nc1ccccc12,1.7,-3.0,5.0,4.4,21.7,-0.1,10.3,3.0,0.1
Cc1c(NC(=S)NC(NC(=O)C(C)(C)C)C(Cl)(Cl)Cl)c(=O)n(-c2ccccc2)n1C (stereo not given),-1.4,-1.5,-0.9,-9.6,6.3,2.1,5.2,-1.6,-0.1
